Screening results (PubChem)
Siah-1 displacement – Siah-1 peptide-binding antagonists, primary screen, biochemical, fluorescence polarization, rhodamine-plectin, uHTS (AID 1817). Siah-1 / rhodamine-plectin peptide fluorescence polarization; higher % means a stronger effect. one-dose displacement, % at 20 µM; IC50 in µM for titrated hits. hit rate 0.02% among 290,000;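 active = displacement of at least 50% at 20 µM, with a fluorescence ratio check between 0.3 and a set limit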;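 note: plate controls were Siah plus tracer with DMSO for no effect and tracer alone without Siah for full effect; strong numbers were not always called active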
LYP phosphatase – PTPN22 lymphoid phosphatase activity blockers – biochemical, fluorescence intensity, uHTS (AID 1779); recombinant LYP phosphatase, fluorescence intensity; higher % means a stronger effect; one-dose inhibition, % at 11.5 µM; IC50 in µM for titrated hits; hit rate 0.054% among 290,000; in the data active = inhibition above about 50%;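 note: plate controls were vehicle with enzyme for no effect and no enzyme for full effect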
HIV peptide binding – inhibitors of HIV fusion peptide binding, primary screen, biochemical, uHTS, fluorescence dequenching (AID 1986); cell-free peptide binding, fluorescence dequenching, 30 min; higher % means a stronger effect; inhibition, % at 20 µM; hits with a dose series show IC50 in µM; hit rate 0.3% among 290,000; in the data active = inhibition mostly above about 52%, no sharp cut-off; inactive = mostly below about 76%; note: some results filed as inactive read as strong as hits
Dengue-2 NS5 capping – Dengue-2 NS5 methyltransferase inhibitors, primary screen, biochemical, confirmation dose response (AID 588689); Dengue-2 NS5 methyltransferase capping enzyme assay, biochemical; higher % means a stronger effect; inhibition, % at 25 µM; hits with a dose series show IC50 in µM; hit rate 0.3% among 340,000; in the data active = a potency from the dose series
SV40 large T antigen – TAg ATPase/helicase activity blockers – biochemical (AID 1903); SV40 large T antigen ATPase/helicase inhibition assay; higher % means a stronger effect; one-dose inhibition, % at 20 µM; IC50 in µM for titrated hits; hit rate 0.39% among 310,000; in the data active = a potency from the dose series; note: strong numbers were not always called active
XIAP antagonists – small molecules displacing peptide from XIAP – biochemical, IAP family, fluorescence polarization (AID 1018) | displacement, % at 20 µM; hits with a dose series show IC50 in µM | XIAP BIR domain, fluorescence polarization peptide displacement; higher % means a stronger effect | hit rate 0.007% among 200,000; in the data active = displacement above about 50%; note: a part of the inactive calls stands beside numbers as strong as those of hits
RSV antiviral HEp-2 – RSV antiviral activity via CPE protection, HEp-2 cells, primary 10 µM value included (AID 2391) | HEp-2 cells, RSV-induced CPE inhibition; higher % means a stronger effect | one-dose CPE inhibition, % at 10 µM; IC50 in µM for titrated hits | hit rate 0.13% among 310,000; in the data active = a potency from the dose series; note: strong numbers were not always called active
Rac1 GTP hydrolysis – MgcRacGAP GTPase-activating activity inhibitors, confirmation, biochemical, ADP Hunter fluorescence. inhibition, % at 30 µM, or IC50 in µM where a hit was titrated. hit rate 0.6% among 340,000. MgcRacGAP-stimulated Rac1 GTP hydrolysis, ADP Hunter fluorescence; higher % means a stronger effect; GST-tagged Rac1 F28L mutant substrate. AID 624330;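 active = first-screen hits whose inhibition reached a set limit at any dose in the follow-up dose series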;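 note: fluorescence reports GDP produced by GAP-driven GTP hydrolysis; strong numbers were not always called active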
AID2073 – disruptors of CaV2.2 binding to Mint1 – biochemical, HTRF (AID 2073). HTRF protein-protein interaction, Mint1-CaV2.2; higher % means a stronger effect. hit rate 0.19% among 290,000. inhibition, % at 20 µM; hits with a dose series show IC50 in µM; in the data active = inhibition mostly above about 51%, no sharp cut-off; note: some results filed as inactive read as strong as hits
Dengue-2 NS5 capping pilot replicate – second read-out of Dengue-2 NS5 capping, no call of its own (marks repeat the call); inhibition, %; measured here: pilot screen replicate inhibition
* marks the source's active call; other numbers are inactive results. No enrichment for hits (roughly 1.7% active in at least one column).

How did CCOc1ccc(N/C(SCc2cccc([N+](=O)[O-])c2)=C(/C#N)C(N)=O)cc1 do in these assays?
Siah-1 displacement: 10%; LYP phosphatase: 6%; HIV peptide binding: -0.4%; Dengue-2 NS5 capping: 0%; SV40 large T antigen: 25%; XIAP antagonists: -4.2%; RSV antiviral HEp-2: 0.8%; Rac1 GTP hydrolysis: 1%; AID2073: 4%

What do the screens show for `COc1cccc(OC)c1NC(=O)CN1CCN(C)CC1`?
Siah-1 displacement: 5%; LYP phosphatase: -2%; HIV peptide binding: -1.6%; Dengue-2 NS5 capping: -4%; SV40 large T antigen: 15%; RSV antiviral HEp-2: 1.0%; Rac1 GTP hydrolysis: 100µM*; AID2073: 9%

How did CCOc1ccc(N(CC(N)=O)S(=O)(=O)c2ccc(F)cc2)cc1 do in these assays?
Siah-1 displacement: -6%; LYP phosphatase: -6%; HIV peptide binding: 0.2%; Dengue-2 NS5 capping: -2%; SV40 large T antigen: 9%; XIAP antagonists: -4.6%; RSV antiviral HEp-2: 1.8%; Rac1 GTP hydrolysis: 11%; AID2073: 3%

How did CC(=O)c1cccc(NC(=O)C2CCN(C(=O)c3ccccc3Cl)CC2)c1 do in these assays?
Siah-1 displacement: 2%; LYP phosphatase: -11%; HIV peptide binding: 1.0%; Dengue-2 NS5 capping: -7%; SV40 large T antigen: 7%; RSV antiviral HEp-2: 2.7%; Rac1 GTP hydrolysis: 8%; AID2073: 5%

Results for CCOC(=O)Cc1csc(NC(=O)CCCCCN2C(=O)c3ccccc3C2=O)n1 ?
Siah-1 displacement: -5%; LYP phosphatase: -8%; HIV peptide binding: -0.9%; Dengue-2 NS5 capping: 2%; SV40 large T antigen: 10%; XIAP antagonists: -1.6%; RSV antiviral HEp-2: 6.5%; Rac1 GTP hydrolysis: 0%; AID2073: 45%

How did CC(C)C(NC(=O)c1cccc(S(=O)(=O)N2CCOCC2)c1)C(=O)NCCc1ccccn1 (configuration not stated) do in these assays?
Siah-1 displacement: -2%; LYP phosphatase: -4%; HIV peptide binding: 1.8%; Dengue-2 NS5 capping: 1%; SV40 large T antigen: -3%; XIAP antagonists: -7.8%; RSV antiviral HEp-2: 1.2%; Rac1 GTP hydrolysis: 7%; AID2073: 2%

What do the screens show for `CCOC(=O)Cc1nc(-c2ccccc2)n[nH]1`?
Siah-1 displacement: -8%; LYP phosphatase: -7%; HIV peptide binding: -0.3%; Dengue-2 NS5 capping: -1%; SV40 large T antigen: 13%; XIAP antagonists: -0.8%; RSV antiviral HEp-2: 2.4%; Rac1 GTP hydrolysis: 5%; AID2073: 13%

How did COC(=O)c1sccc1NC(=O)c1ccc(C)cc1 do in these assays?
Siah-1 displacement: -4%; LYP phosphatase: -7%; HIV peptide binding: -0.8%; Dengue-2 NS5 capping: -1%; SV40 large T antigen: 13%; RSV antiviral HEp-2: 1.0%; Rac1 GTP hydrolysis: 13%; AID2073: 14%

What do the screens show for `COc1cc2c(cc1OC)CN(C(=O)Cc1ccccc1)CC2`?
Siah-1 displacement: -5%; LYP phosphatase: -7%; HIV peptide binding: 0.0%; Dengue-2 NS5 capping: 0%; SV40 large T antigen: -6%; RSV antiviral HEp-2: 0.1%; Rac1 GTP hydrolysis: 8%; AID2073: 7%

How did Cc1cc(Cl)ccc1Oc1ccc(C(N)=O)cc1[N+](=O)[O-] do in these assays?
Siah-1 displacement: -2%; LYP phosphatase: -4%; HIV peptide binding: -1.2%; Dengue-2 NS5 capping: -1%; SV40 large T antigen: -4%; XIAP antagonists: -5.7%; RSV antiviral HEp-2: 1.1%; Rac1 GTP hydrolysis: 8%; AID2073: -5%

What do the screens show for `COc1ncccc1C(=O)N1CCCC(N2CCN(c3cccc(Cl)c3)CC2)C1` (configuration not stated)?
Siah-1 displacement: 2%; LYP phosphatase: -8%; HIV peptide binding: -0.7%; Dengue-2 NS5 capping: -4%; SV40 large T antigen: 11%; RSV antiviral HEp-2: 5.0%; Rac1 GTP hydrolysis: -2%; AID2073: -6%

What do the screens show for `COc1ccc(CCNC(=O)CCS(=O)(=O)c2ccc(C)cc2)cc1OC`?
Siah-1 displacement: 2%; LYP phosphatase: -8%; HIV peptide binding: 0.4%; Dengue-2 NS5 capping: -9%; SV40 large T antigen: -1%; XIAP antagonists: -2.3%; RSV antiviral HEp-2: 1.2%; Rac1 GTP hydrolysis: -1%; AID2073: 2%

Copied from the listing (two entries):
How did CC(=O)c1cccc(NC(=O)C2CCN(C(=O)c3ccccc3Cl)CC2)c1 do in these assays?
Siah-1 displacement: 2%; LYP phosphatase: -11%; HIV peptide binding: 1.0%; Dengue-2 NS5 capping: -7%; SV40 large T antigen: 7%; RSV antiviral HEp-2: 2.7%; Rac1 GTP hydrolysis: 8%; AID2073: 5%

Results for CCOC(=O)Cc1csc(NC(=O)CCCCCN2C(=O)c3ccccc3C2=O)n1 ?
Siah-1 displacement: -5%; LYP phosphatase: -8%; HIV peptide binding: -0.9%; Dengue-2 NS5 capping: 2%; SV40 large T antigen: 10%; XIAP antagonists: -1.6%; RSV antiviral HEp-2: 6.5%; Rac1 GTP hydrolysis: 0%; AID2073: 45%

(next part)
How did NS(=O)(=O)c1ccc(CNC(=S)NC2CCCCC2)cc1 do in these assays?
Siah-1 displacement: -2%; LYP phosphatase: -2%; HIV peptide binding: -1.5%; Dengue-2 NS5 capping: -10%; SV40 large T antigen: 2%; RSV antiviral HEp-2: 0.2%; Rac1 GTP hydrolysis: 15%; AID2073: -5%

How did O=C(O)C(c1ccccc1)N1CCCCC1 (configuration not stated) do in these assays?
Siah-1 displacement: 5%; LYP phosphatase: -4%; HIV peptide binding: -0.7%; Dengue-2 NS5 capping: 6%; SV40 large T antigen: 5%; XIAP antagonists: 14%; RSV antiviral HEp-2: 2.2%; Rac1 GTP hydrolysis: 8%; AID2073: 7%

What do the screens show for `COc1ccc(C2c3c(ccc4ccccc34)Oc3ncn4nc(Cc5ccc(OC)c(OC)c5)nc4c32)cc1` (configuration not stated)?
Siah-1 displacement: 10%; LYP phosphatase: 2%; HIV peptide binding: 0.7%; SV40 large T antigen: 14%; XIAP antagonists: -4.1%; RSV antiviral HEp-2: 8.6%; AID2073: 20%

What do the screens show for `Cc1ccccc1SCC(=O)NCCCn1ccnc1`?
Siah-1 displacement: 7%; LYP phosphatase: -10%; HIV peptide binding: 1.5%; Dengue-2 NS5 capping: -12%; SV40 large T antigen: 4%; RSV antiviral HEp-2: 0.3%; Rac1 GTP hydrolysis: 7%; AID2073: -7%

How did COc1cc(C=O)ccc1Oc1nc(Nc2ccc(F)cc2F)nc(N2CCOCC2)n1 do in these assays?
Siah-1 displacement: 6%; LYP phosphatase: 4%; HIV peptide binding: 3.2%; SV40 large T antigen: -1%; XIAP antagonists: -1.2%; RSV antiviral HEp-2: -1.4%; AID2073: -5%

How did CCC1CCCCN1S(=O)(=O)c1ccc(S(=O)(=O)N2CCN(S(=O)(=O)CC)CC2)cc1 (configuration not stated) do in these assays?
Siah-1 displacement: -8%; LYP phosphatase: -10%; HIV peptide binding: -1.3%; Dengue-2 NS5 capping: -7%; SV40 large T antigen: -2%; XIAP antagonists: -5.7%; RSV antiviral HEp-2: -0.1%; Rac1 GTP hydrolysis: 5%; AID2073: 1%

What do the screens show for `CCOC(=O)Cc1nnc(NC(=O)CSc2ccc(Cl)cc2)s1`?
Siah-1 displacement: -3%; LYP phosphatase: -4%; HIV peptide binding: 2.8%; Dengue-2 NS5 capping: 13%; SV40 large T antigen: 3%; XIAP antagonists: -5.0%; RSV antiviral HEp-2: -0.7%; Rac1 GTP hydrolysis: 1%; AID2073: 11%; Dengue-2 NS5 capping pilot replicate: -0.9

What do the screens show for `COc1ccccc1NC(=S)NCCc1ccc(F)cc1`?
Siah-1 displacement: 3%; LYP phosphatase: -6%; HIV peptide binding: 0.2%; Dengue-2 NS5 capping: 5%; SV40 large T antigen: 5%; XIAP antagonists: -2.2%; RSV antiviral HEp-2: 3.1%; Rac1 GTP hydrolysis: 6%; AID2073: -6%

Results for CC(C)(C)N1CCC1CN (configuration not stated) ?
Siah-1 displacement: 2%; LYP phosphatase: -3%; HIV peptide binding: 1.5%; Dengue-2 NS5 capping: -1%; Rac1 GTP hydrolysis: 2%; AID2073: -2%

What do the screens show for `CCOC(=O)c1ccc(N2C(=O)C3ON(c4ccccc4)C(c4ccco4)C3C2=O)cc1` (configuration not stated)?
Siah-1 displacement: 4%; LYP phosphatase: -1%; HIV peptide binding: 0.6%; Dengue-2 NS5 capping: -5%; SV40 large T antigen: 3%; XIAP antagonists: 2.3%; RSV antiviral HEp-2: 0.2%; Rac1 GTP hydrolysis: 10%; AID2073: 2%

Results for COc1cccc2c1nc(C)c1cc(C)oc12 ?
Siah-1 displacement: 2%; LYP phosphatase: -5%; HIV peptide binding: -0.5%; Dengue-2 NS5 capping: 14%; SV40 large T antigen: 2%; XIAP antagonists: -3.4%; RSV antiviral HEp-2: 2.1%; Rac1 GTP hydrolysis: -1%; AID2073: 12%

What do the screens show for `CC(C)n1cc(C(=O)NC2CC(C)(C)Cc3c2cnn3-c2ccccc2)cn1` (configuration not stated)?
Siah-1 displacement: -2%; LYP phosphatase: -13%; HIV peptide binding: 0.1%; Dengue-2 NS5 capping: 4%; RSV antiviral HEp-2: 4.8%; Rac1 GTP hydrolysis: 3%; AID2073: 8%

What do the screens show for `CC1Sc2ccc(S(=O)(=O)CCC(=O)NCc3cccs3)cc2NC1=O` (configuration not stated)?
Siah-1 displacement: -1%; LYP phosphatase: -5%; HIV peptide binding: -1.0%; Dengue-2 NS5 capping: -5%; SV40 large T antigen: 9%; Rac1 GTP hydrolysis: 8%; AID2073: 0%

Results for COc1ccc(Nc2c(C)cccc2C)cc1 ?
Siah-1 displacement: 10%; LYP phosphatase: -2%; HIV peptide binding: 1.6%; Dengue-2 NS5 capping: -4%; SV40 large T antigen: -1%; XIAP antagonists: -3.1%; RSV antiviral HEp-2: 1.1%; Rac1 GTP hydrolysis: 8%; AID2073: -2%

How did Cn1cnnc1SCC(=O)Nc1ccc(OCc2ccccc2)cc1 do in these assays?
Siah-1 displacement: -2%; LYP phosphatase: -2%; HIV peptide binding: -0.1%; Dengue-2 NS5 capping: 1%; SV40 large T antigen: 10%; XIAP antagonists: 0.3%; RSV antiviral HEp-2: 1.9%; Rac1 GTP hydrolysis: 6%; AID2073: 3%

How did O=C(CCCCn1c(=O)c2ccccc2n(Cc2ccccc2)c1=O)NC1CCN(Cc2ccccc2)CC1 do in these assays?
Siah-1 displacement: 3%; LYP phosphatase: -1%; HIV peptide binding: 0.0%; Dengue-2 NS5 capping: -6%; SV40 large T antigen: 3%; XIAP antagonists: -11%; RSV antiviral HEp-2: 2.0%; Rac1 GTP hydrolysis: 11%; AID2073: 21%

What do the screens show for `Cc1cccc(NCCC#N)c1`?
Siah-1 displacement: 4%; LYP phosphatase: -9%; HIV peptide binding: 10%; Dengue-2 NS5 capping: -9%; SV40 large T antigen: 3%; XIAP antagonists: -6.4%; RSV antiviral HEp-2: 1.9%; Rac1 GTP hydrolysis: 10%; AID2073: 27%
